# PI5P4K alpha inh – PI5P4K alpha (human) kinase inhibition; PI5P4Kalpha enzyme, ADP-Glo luminescence, 60 min; hits give low values; max response, %; actives 1.2% (n = 330,000); AID 652105; active = max response of -50% or lower; inconclusive = between -30% and -50%; inactive = -30% or higher; note: value at the top dose of about 77 µM; % is set by controls: 0 for no effect and ±100 for the full control effect
#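 Enzyme plus substrate dispensed, test compounds pinned in, then ATP (5 microM final) added. After 60 min at RT, ADP-Glo reagent 1 for 45 min and reagent 2 for 30 min preceded luminescence imaging.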
# GLP-1R agonist – activates the human GLP-1 receptor. P43220. HEK293 GLP-1R CRE-luciferase, luminescence, 4-6 h; cells express a hypersensitive GLP-1R form. Potency, µM (titrated, usually from 45.6 µM), for the others: at the top dose activation, actives largely listed as activators. actives 0.007% (n = 380,000). AID 624172; note: potency is the fitted concentration of half-maximal effect; % of control where 0% means no effect
# GLP1R inv ag – acts as inverse agonist at human GLP-1 receptor | P43220 | HEK293 GLP-1R CRE-luciferase, luminescence, 24 h; GLP-1R form is constitutively active | actives 1.6% (n = 410,000) | Potency, µM (top dose mostly 38.3 µM), for the others: at the highest dose activity change, negative = inhibition, usual class: inhibitors; note: potency is the fitted concentration of half-maximal effect; % is set by controls: 0 for no effect and ±100 for the full control effect; nearly all actives have a fitted effect of over 55% in size
#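 Assay principle: reduced luminescence from a cAMP-responsive reporter in HEK293 cells co-expressing a constitutively active GLP-1R. Conditions: 24 hr compound incubation, 37 deg C, 5% CO2.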
# GLP1R cytotox – cytotoxicity in counter-screen for GLP-1R inverse agonists; HEK293 cAMP-luciferase reporter cells, luminescence, 24 h; Potency, µM (doses to about 38.3 µM), inactives show top-dose activity change, negative = inhibition, usual class: inhibitors; actives 0.13% (n = 410,000); AID 624418;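 note: loss of luciferase light is scored as toxicity; potency is the fitted concentration of half-maximal effect; % is set by controls: 0 for no effect and ±100 for the full control effect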
#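 Cells in DMEM/10% Nu serum/1% pen-strep, 1536-well format. Pre-incubated 12 h, dosed with 23 nL compound, incubated a further 24 h. Luciferase detection, 12 min at room temp, luminescence.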
# D3 ag – activates the human D3 dopamine receptor. D3R DiscoveRx beta-arrestin cells, luminescence, 90 min. max activation, %. actives 0.58% (n = 410,000). AID 652048; in the data active = max activation above about 30%; note: 0% is about no effect; mostly tested at two doses, the higher about 12 µM
#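 Cells at 1500/well, incubated overnight, then treated with pinned compounds (dopamine as control) for 90 min at 37 degrees C. DiscoveRx reagent added for 30 - 60 minutes at room temperature; luminescence read.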
# IL-2 act – activates IL-2 in a cell-based reporter assay; IL-2 activation reporter assay, cell-based qHTS; stimulated with anti-CD3/CD4/CD28 beads; in transgenic mouse T cells; activation, % (series mostly up to about 46 µM); actives 0.065% (n = 360,000); AID 652025; in the data active = activation above about 50%; inconclusive = mostly about 30% to 49%; note: 0% is about no effect
#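 Readout is EGFP and DsRed signal by fluorescent plate cytometry after 18 h at 37 degrees C. Transgenic mouse T cells (750/well) received compound for 60 min before bead stimulation (anti-CD3, anti-CD4, anti-CD28); memory T cells served as non-tolerant control.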
# DRD3 antagonist – antagonists of human D3 dopamine receptor; AID 652054; P35462; actives 2.5% (n = 360,000); max response, negative = inhibition, %; D3R cells, DiscoveRx beta-arrestin luminescence, antagonist mode; hits give low values; in the data active = max response below about -50%; inconclusive = no clear call, values can overlap the other calls; note: % is set by controls: 0 for no effect and ±100 for the full control effect; mostly tested at two doses, the higher about 12 µM
#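 Cells expressing the human receptor were seeded at 1500 cells/well, incubated overnight at 37 degrees C in 5% CO2, then exposed to library compounds with dopamine controls for 90 minutes at 37 degrees C before luminescent detection.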
# PLK1 PBD block – PLK1 (human) polo-box domain binding inhibition; Plk1 PBD binding of FITC phosphopeptide, fluorescence polarization; Potency, µM, for inactives: max response, negative = inhibition, actives largely listed as inhibitors; actives 2.8% (n = 360,000); AID 720504; note: potency is the fitted concentration of half-maximal effect; series mostly up to about 57 µM; % is set by controls: 0 for no effect and ±100 for the full control effect; nearly all actives have a fitted effect of over 65% in size
# WRN helicase inh – WRN helicase (human) inhibition. WRN helicase unwinding, fluorescent forked duplex, kinetic. Q14191. AID 651768. actives 0.46% (n = 360,000). Potency, µM (doses to about 114 µM), without a hit: at the highest dose activity change, negative = inhibition, actives largely listed as inhibitors; note: potency is the fitted concentration of half-maximal effect; % is set by controls: 0 for no effect and ±100 for the full control effect; nearly all actives have a fitted effect of over 55% in size
#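 Kinetic red-fluorescence monitoring (525/598 nm) tracks WRN helicase activity after 100 nM fluorophore-quencher forked duplex and 2 mM ATP are added to 20 nM enzyme pretreated 15 min at room temperature with compound.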
# * = called active by the depositor; u = inconclusive; x = no result given; & = joins results of further samples; [ ] = dose if it differs, or a comment. Unless noted, calls come from the whole dose curve; as a rule, active = well fitted curve in the direction sought with a large enough effect; inconclusive = small, poorly fitted or top-dose-only effect, or another doubt; inactive = no such curve, though single readings can be large; an effect the other way counts as inactive or inconclusive.
SMILES,PI5P4K alpha inh,GLP-1R agonist,GLP1R inv ag,GLP1R cytotox,D3 ag,IL-2 act,DRD3 antagonist,PLK1 PBD block,WRN helicase inh
CC1CCN(S(=O)(=O)c2ccc(NC(=O)CN3CCN(c4ccccc4)CC3)cc2)CC1,x,2%,u,u,110*,-2.8,12,1%,121%[activator]
CC(=O)c1c(C)[nH]c(C(=O)Nc2ccc(S(=O)(=O)N(C)C)cc2)c1C,0,6%,-36%,-8%,-14,-0.1,-13,-1%,-3%
N#Cc1ccsc1NC(=O)COC(=O)C1=NNC(=O)CC1,-82*,-6%,13%,4%,-21,0.3,0,-29%,u
CC(=O)N(C(C)=O)n1c(C)nc2sc3c(c2c1=O)CCCC3,0,-3%,4%,1%,1,-0.2,-3,-5%,-2%
CCc1c(-c2ccccc2F)ncn1Cc1cccc(-c2ccccc2)c1,-16,x,u,0%,-6,-0.9,0,-15%,-8%
CCc1cc[n+](/C(C(=S)Nc2cccc(C)c2)=C(/[O-])c2ccc(C)c([N+](=O)[O-])c2)cc1,4,9%,u,-1%,-15,-2.7,-21,-15%,4%
CCC(C)NC(=O)CCC(=O)Nc1ccc2nc(N3CC(C)CC(C)C3)cc(C)c2c1 (stereo not drawn),-1,9%,12%,-2%,0,3.6,-4,-11%,6%
Cc1ccc(C(=O)COC(=O)COc2ccccc2C)cc1,13,7%,6%,-1%,2,-5.4,18,1%,-23%
CCCN(CC1CC1)c1nc(N)c(C#N)c(CC#N)c1C#N,-9,-2%,92%[activator],0%,5,-0.4,0,-1%,-10%
N#Cc1cccc(NC(=O)c2cc(C3CCCCN3C(=O)c3ccccn3)on2)c1 (stereo not drawn),-9,4%,9%,4%,-4,-0.4,10,-9%,-6%
Cc1ccc(S(=O)(=O)N2CCCCC2)cc1NC(=O)CSc1ncnc2ccccc12,2,1%,0%,1%,3,-5.3,33,-2%,-21%
O=C(C(Cc1ccccc1)N1C(=O)c2ccccc2C1=O)N1CCc2ccccc21 (stereo not drawn),7,1%,-3%,24%,-2,-0.1,-6,-8%,-15%
O=C(O)c1c[nH]c2cc(C(F)(F)F)ccc2c1=O,-1,-22%,1%,4%,4,0.2,3,-3%,6%
CCOc1ccccc1N1CCN(C(=O)C2c3ccccc3Oc3ccccc32)CC1,3,0%,u,-25%,-8,-0.7,19,-8%,-11%
COc1ccc(-c2cc(C(=O)Nc3cc(C)on3)no2)cc1OC,-4,1%,6%,-61%,-13,0.7,3,-4%,3%
O=C1NC[C@H](CCCCN2C[C@H](Cc3ccc(O)cc3)N(CCc3ccccc3)C(=O)C2=O)N(Cc2ccccc2)C1=O,2,1%,17%,2%,-13,0.9,u,-4%,6%
CCOC(=O)c1ccc(-n2[nH]c(-c3ccccc3)cc2=O)cc1,x,1%,0%,-24%,22,-3.7,-23,-3%,-20%
O=C(c1ccc(S(=O)(=O)NCC2CCCO2)cc1)N1CCN(c2cccc(Cl)c2)CC1 (stereo not drawn),1,9%,u,-2%,1,-3.0,12,-16%,1%
COc1ccc(/C=N/n2c(C)nc3ccccc3c2=O)cc1OC,-13,8%,25%,12%,8,-3.2,-14,-8%,-3%
O=C1C2CCCCN2C(=O)N1CCCCN1CCN(c2ccc([N+](=O)[O-])cc2)CC1 (stereo not drawn),11,-18%,u,-31%,-11,0.0,-18,1%,1%
CCOc1ccc(S(=O)(=O)NCCC(=O)NCC(C)(C)N2CCOCC2)cc1,-3,-1%,6%,8%,5,-0.9,3,-6%,-10%
CCCCC(c1nnnn1CCOC)N1CCN(Cc2ccccc2)CC1 (stereo not drawn),9,-1%,-11%,-13%,-1,2.1,-80*,-13%,5%
O=C(Cn1nc(-c2ccccc2Cl)ccc1=O)Nc1ccccc1-c1ccccc1,9,-4%,4%[0.307 µM],-3%[0.307 µM],-8,-0.3,-2,-12%,-10%
COc1ccccc1C(=O)Nc1sc2c(c1C(N)=O)CCCC2,1,-2%,10%,0%,2,1.1,-5,-7%,-31%
CCN(C(=O)Nc1ccccc1)c1ccccc1,7,-2%,4%,62%[activator],-7,-0.1,-27,-13%,-1%
CCOC(=O)C1=C(Nc2cccc(Cl)c2)OCC1=O,2,u,2%,5%,0,-1.2,0,-9%,-29%[57.1 µM]
Cc1ccc(C(=O)NCCn2c(N)c(C#N)c3nc4ccccc4nc32)cc1,-3,0%,-7%,483%[activator],0,54*,77,5%,-29%
C/C=C/c1ccc(OCC(=O)N2CCc3cc(OC)c(OC)cc3C2)c(OC)c1,1,16%,-26%,6%,-6,-2.8,-20,-4%,-5%
O=C(c1cccc(C(F)(F)F)c1)N1CCN(CCc2ccccc2)CC1,-3,0%,u,-5%,-17,-2.4,4,2%,9%
CC1(C)Cc2c(cnn2-c2cccc(F)c2)C(NC(=O)CCc2cnccn2)C1 (stereo not drawn),8,7%,16%,-16%,0,-0.2,22,-1%,-4%
CCCCSc1nnc(-c2ccc(C)cc2)c2ccccc12,7,-4%,u,-7%,-12,-0.6,-16,5%,2%
COc1ccc(-c2cn3ccc(C)cc3n2)cc1,-6,-2%,6.3µM*,7%,4,-0.3,0,-9%,-2%
CCn1cc(C(=O)NCCc2ccc(C)cc2)c(=O)c2cc(S(=O)(=O)N3CCC(C)CC3)ccc21,x,1%,8%,17%,2,x,x,x,x
COc1ccc(CC(=O)OCn2nnc3ccccc3c2=O)cc1,1,4%,2%,0%,4,-1.4,2,-8%,-9%
Cc1ccc(-n2nc3c(=O)n(C(C)C(=O)NCc4ccccc4Cl)nc(C)c3c2C)cc1 (stereo not drawn),-1,11%,u,u,4,-3.0,3,-2%,12%
COc1ccc(C(=O)NCC(=O)N2CCCC(C(F)(F)F)C2)cc1OC (stereo not drawn),5,-1%,5%,-1%,3,-0.5,13,-2%,-4%
O=[N+]([O-])c1ccc(Cl)c(/C=N/Nc2nc(N3CCOCC3)nc(N3CCOCC3)n2)c1,x,-5%,-6%,4%,0,6.9,20,-5%,5%
CCOc1cc(NC(=O)c2cccs2)c(OCC)cc1NC(=O)c1ccco1,-12,-2%,13%,-2%,3,0.5,5,-7%,-2%
O=C(CCSc1nc(-c2ccco2)cc(C(F)(F)F)n1)NCCN1CCOCC1,-5,7%,1%,-4%,7,0.1,-1,-13%,8%
Cc1cc(C(C)(C)CC(C)(C)C)ccc1OCCOCC[N+](C)(C)Cc1ccccc1,-5,-3%&-4%,-3%,-1%,-13,-0.7,-20,-14%,-7%

# Rewritten with each value named: two of the compounds above.
O=C(CCSc1nc(-c2ccco2)cc(C(F)(F)F)n1)NCCN1CCOCC1
  PI5P4K alpha inh = -5
  GLP-1R agonist = 7%
  GLP1R inv ag = 1%
  GLP1R cytotox = -4%
  D3 ag = 7
  IL-2 act = 0.1
  DRD3 antagonist = -1
  PLK1 PBD block = -13%
  WRN helicase inh = 8%
COc1ccc(CC(=O)OCn2nnc3ccccc3c2=O)cc1
  PI5P4K alpha inh = 1
  GLP-1R agonist = 4%
  GLP1R inv ag = 2%
  GLP1R cytotox = 0%
  D3 ag = 4
  IL-2 act = -1.4
  DRD3 antagonist = 2
  PLK1 PBD block = -8%
  WRN helicase inh = -9%

# Remaining list, next part
SMILES,PI5P4K alpha inh,GLP-1R agonist,GLP1R inv ag,GLP1R cytotox,D3 ag,IL-2 act,DRD3 antagonist,PLK1 PBD block,WRN helicase inh
COc1ccc(S(=O)(=O)Nc2nc3ccccc3nc2Nc2cccc(C(=O)O)c2)cc1,-2,-2%,17%,31%[activator],2,-0.1,0,u,-1%
Cc1ccc(C(=O)NC2CCN(C(=O)NC3CCCCC3)CC2)cc1,-2,-1%,-33%,-23%,0,0.3,16,2%,1%
COc1cc([C@H]2[C@@H]3CCCC[C@]3(O)CCN2Cc2ccccc2F)ccc1O,0,-5%,u,-5%,-2,-1.0,-24,-6%,2%
CCC(CO)Oc1cc(NCc2cccnc2)c2ncn(C(C)C)c2c1 (stereo not drawn),-6,12%,7%,-6%,-15,-0.5,u,-12%,0%
O=C(O)Cn1c(=O)c2c3c(sc2n(Cc2ccccc2)c1=O)CCCC3,1,-5%,-7%,1%,5,0.3,1,-17%,-4%
CCOc1cc(-c2c(C#N)c(N)nc3c2CCc2ccccc2-3)ccc1O,-20,0%,-26%,-3%,1,0.9,8,-1%,9%
Cc1c(NC(=O)c2ccc3c(c2)C(=O)N(Cc2ccco2)C3=O)cccc1C(=O)O,-12,-1%,31%[activator],3%,-21,0.1,-10,-19%,-13%[11.6 µM]
COc1ccc2ncccc2c1Cc1c(OC)ccc2ncccc12,2,17%,42%[activator],-1%,9,-0.6,13,-2%,4%[11.6 µM]
O=C(Cn1c(=O)n(-c2ccccc2)c(=O)c2ccc(C(=O)NCc3ccc4c(c3)OCO4)cc21)Nc1ccc(F)c(Cl)c1,x,-5%,13%,8%,1,x,x,x,x
C[C@@H]1CN([C@H](C)CO)C(=O)c2cc(Br)cnc2O[C@H]1CN(C)C(=O)CC1CC1,3,-5%,14%,-5%,1,-0.6,9,-1%,0%
COc1ccc(/C=C/C(=O)NC(=S)NNC(=O)c2cccs2)cc1OC,-11,5%,23%,5%,5,2.4,1,-15%,-11%
Cc1c(/C=C/C(=O)c2ccccc2)cnn1C,0,3%,6%,-19%,1,-1.0,0,0%,5%
CCC1(c2ccc(F)cc2)NC(=O)N(CC(=O)NCc2ccccc2Cl)C1=O (stereo not drawn),-6,7%,-30%,-3%,3,2.6,0,-8%,2%
O=C(CSc1nc2ncc(Cl)cc2[nH]1)NC1CCS(=O)(=O)C1 (stereo not drawn),-2,0%,-12%,1%,-7,8.8,-26,-12%,-7%
CC(=O)C1=C(O)C(=O)N(CCCn2ccnc2)C1c1ccc(Br)cc1 (stereo not drawn),-1,-2%,-1%,4%,4,-1.3,1,-7%,-5%
Cc1cc(C)nc(SCc2nnc(SCC(=O)O)n2-c2ccccc2)n1,-7,1%,0%,-4%,1,1.6,0,-5%,-8%
Cc1ccc(S(=O)(=O)Nc2ccc(C(=O)NCc3cccnc3)cc2)cc1,-2,19%,-12%,-2%,1,-0.2,-12,1%,-2%
Cc1cc(SCC(=O)NCc2ccccc2Cl)nc(=O)[nH]1,x,-1%,2%,-6%,-6,x,x,x,x

# From PubChem BioAssay
